High-throughput results: PubChem, National Center for Advancing Translational Sciences (NCATS)
MCF10A rerep: induces DNA re-replication in MCF 10a normal breast cells | MCF 10A DNA re-replication, Hoechst nuclear intensity, 48 h | Potency, µM (titrated, usually from 46.1 µM), for the others: at the highest dose activity, positive = re-replication, hits mostly activators | 350,000 tested, 2.9% active | AID 624296; also: potency is read from the fitted curve at half-maximal effect; % of control where 0% means no effect; nearly all actives have a fitted effect of over 50% in size
HepG2 tox: HepG2 cytotoxicity, counter-screen for TGF-b inhibitors | HepG2 CAGA-GFP viability, ATP luminescence, 18 h | 410,000 tested, 0.76% active | AID 588856 | Potency, µM (titrated, usually from 46.1 µM), inactives show top-dose activity change, negative = cytotoxicity, usual class: cytotoxic; also: potency is read from the fitted curve at half-maximal effect; some results filed as inactive show a strong effect at the top dose
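HepG2 CAGA-GFP cells (1000/well, DMEM with 1% FBS) received compound, then TGF-beta at 500 pg/mL final, and were incubated 18 hours at 37 degrees C. Viability was read by CellTiter-Glo luminescence. Media-only wells were set as complete cell-killing and DMSO as no toxicity.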
Nrf2 block: blocks Nrf2 signaling; A549 ARE-Fluc reporter, luciferase luminescence, 18-24 h; Potency, µM (doses to about 46 µM), for inactives: at the highest dose activity change, negative = inhibition, actives largely listed as inhibitors; 360,000 tested, 2.1% active; also: potency is read from the fitted curve at half-maximal effect; % is scaled to controls: 0 for no effect and ±100 for the full control effect; nearly all actives have a fitted effect of over 60% in size
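Two sequential reads on A549 ARE_Fluc cells exposed to compound for 18-24 h: a CellTiter-Fluor fluorescence read for viability, then a luciferase luminescence read for Nrf2/ARE activity.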
A549 viability: kills or reduces viability of A549 cells in Nrf2 counter-screen | Potency, µM (doses to about 46 µM), inactives show at the highest dose activity change, negative = cytotoxicity, hits mostly inhibitors | A549 ARE-Fluc cells, CellTiter-Fluor viability, 18-24 h | 390,000 tested, 0.16% active; also: potency is read from the fitted curve at half-maximal effect; % is scaled to controls: 0 for no effect and ±100 for the full control effect
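A549 ARE_Fluc cells in 5% FBS OPTI-MEM were exposed to compounds in concentration-response for 18-24 h at 37 deg C. Viability was read by CellTiter-Fluor fluorescence (Ex 405/Em 525) after 30 min, before the luciferase read.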
IL-1B inflam inh: inflammasome signaling inhibition, IL-1 beta readout; THP-1 LPS/ATP IL-1B secretion, AlphaLISA, 16 h; active compounds read low; activity change, % at 57.5 µM; 360,000 tested, 4.7% active; AID 743279; in the data active = activity change below about -50%; inconclusive = mostly about -30% to -49%; also: % is scaled to controls: 0 for no effect and ±100 for the full control effect
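THP-1 cells pretreated 1 hr with compounds (up to 57.5 uM final), then stimulated with LPS (250 ng/mL final) plus ATP (1.25 mM final); secreted IL-1B measured by AlphaLISA after 16 hr, decreased signal indicating inhibition.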
TGFb inhibitor: inhibitors of TGF-b signaling. HepG2 CAGA-GFP TGF-b/SMAD3 reporter, GFP fluorescence, 18 h; TGF-beta stimulated, 500 pg/mL final. Potency, µM (series often up to 46.1 µM), for the others: top-dose activity, negative = inhibition, usual class: inhibitors. 410,000 tested, 1.2% active; also: potency is read from the fitted curve at half-maximal effect; % is scaled to controls: 0 for no effect and ±100 for the full control effect; nearly all actives have a fitted effect of over 65% in size
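HEPG2 CAGA-GFP reporter cells (1000/well, DMEM with 1% FBS) received compounds, then recombinant TGF-beta at 500 pg/mL final for 18 hours at 37 degrees C. Per-cell GFP summed per well was normalised to unstimulated and stimulated DMSO controls before curve fitting.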
ATXN viability: cell viability loss in ATXN counter-screen; Potency, µM (highest dose often 56.7 µM), most hits filed as cytotoxic; S2 cells (HEK-293 line with an ATXN2-luciferase reporter) viability, CellTiter-Fluor protease fluorescence, 24 h; 400,000 tested, 0.49% active; AID 651635; also: potency is read from the fitted curve at half-maximal effect; nearly all actives have a fitted effect of over 40% in size
Nrf2 ARE act: Nrf2 pathway activation | AREc32 ARE-luciferase reporter (MCF7-derived line), luminescence, 24 h | Potency, µM (top dose mostly 46.1 µM), inactives show at the highest dose activation, actives largely listed as activators | 410,000 tested, 0.31% active | AID 624171; also: potency is read from the fitted curve at half-maximal effect; % of control where 0% means no effect; nearly all actives have a fitted effect of over 65% in size
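Cells of the AREc32 ARE-luciferase line are plated in OPTI-MEM containing 5% FBS and left overnight at 37 deg C. Compounds are pinned in, incubation continues 24 hr, and firefly luciferase signal is then measured.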
ATXN2 expr inh: inhibitors of ATXN2 expression. HEK-293 ATXN2-luciferase reporter, luminescence, 24 h. Potency, µM (doses to about 57 µM), for inactives: at the highest dose activity change, negative = inhibition, usual class: inhibitors. 360,000 tested, 0.72% active. AID 1745845; also: potency is read from the fitted curve at half-maximal effect; % is scaled to controls: 0 for no effect and ±100 for the full control effect; nearly all actives have a fitted effect of over 55% in size
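qHTS (up to 57 uM final) was run with 24 h compound exposure of reporter cells at 37 °C. Each well was multiplexed: SteadyGlo luminescence measured ATXN2-luciferase expression after a fluorogenic Gly-Phe-AFC viability readout (25 uM final).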
* = called active by the depositor; i = inactive; ? = inconclusive; nt = no result given; & = joins results of further samples; [ ] = dose if it differs, or a comment. Unless noted, calls follow the shape of the dose curve; as a rule, active = well fitted curve in the direction sought with a large enough effect; inconclusive = small, poorly fitted or top-dose-only effect, or another doubt; inactive = no such curve, though single readings can be large; an effect the other way counts as inactive or inconclusive. Not a hit list. About 8.8% of those tested had a hit in this group.

SMILES | MCF10A rerep | HepG2 tox | Nrf2 block | A549 viability | IL-1B inflam inh | TGFb inhibitor | ATXN viability | Nrf2 ARE act | ATXN2 expr inh
CCCCN1C(=O)C(CC(=O)NCCCN(C)C)CC(C(=O)N2CCCCCC2)=C1C (stereo not given) | nt | nt | nt | nt | 1 | nt | i | 0.4% | 0%
C1=C(c2ccc(-c3ccccc3)cc2)Nc2ncnn2C1c1ccco1 (stereo not given) | 9% | -3% | nt | ? | 41 | 177%[activator] | nt | ? | 30%[activator]
Cc1ccc(OCc2cc(C(=O)NC(C)Cc3cccc(C)n3)no2)cn1 (stereo not given) | ? | -18% | ? | 0% | 46 | 1% | i | 0.2% | -14%
CC(C)C[C@@H]1Cc2[nH]c(=S)[nH]c(=O)c2[C@H](CCc2ccccc2)O1 | nt | nt | nt | nt | 10 | nt | i | 3.3% | 2%
Cc1noc(C)c1COC(=O)c1ccccc1NC(=O)Cc1ccccc1 | ? | 2% | 15µM* | nt | 0 | 0% | i | 2.1% | 17%
CCOCC(=O)Nc1ccc(Br)c(C)c1 | 1% | -15% | ? | 0% | ? | -4% | i | 0.6% | 35%
Cc1cccc(C(=O)NNC(=O)CCn2nnc3ccccc32)c1 | 3% | 9% | 6% | 4% | 4 | -1% | i | -0.2% | -10%
COc1ccc(-c2nc(CS(=O)CC(=O)NC3CCCCC3)c(C)o2)cc1 (stereo not given) | -2% | -3% | -7% | -3% | -9 | 0% | i | 0.0% | -3%
CCOC(=O)N1CCN(c2ccc(C(C)=O)cc2F)CC1C (stereo not given) | -1% | -12% | -8% | -2% | 1 | -6% | i | 0.4% | nt
COc1cccc(-n2cnc(=O)c3cccnc32)c1 | -4% | -20% | ? | 3% | 8 | 13% | i | -0.4% | 24%
CCCOc1ccc(-c2cc(C(F)(F)F)c(C#N)c(SCCC(=O)O)n2)cc1 | nt | -37% | ? | -9% | nt | 12% | i | 7.9% | 8%
O=C(c1cn(Cc2ccccc2)nc1-c1cccnc1)N1CCN(Cc2ccccc2)CC1 | 10% | 0% | -3% | 0% | -6 | -8% | i | -1.1% | -3%
COc1ccc(NC(=O)c2cccc(S(=O)(=O)N3CCN(c4ccccc4)CC3)c2)c(OC)c1 | 1% | 0% | ? | 6% | 1 | -19% | i | -0.5% | -9%
CCn1cnc2c(cnn2-c2ccccc2)c1=O | 8% | -15% | 11% | 3% | 26 | -2% | i | 2.9% | 22%
COc1ccc(CNC(=O)C/C(C)=N/NC(=O)c2ccccc2OC)cc1 | 0% | -20% | -12% | -2% | 23 | 4% | i | 15% | -8%
CCCn1ccc2c(OCC(=O)Nc3ccc(F)cc3F)cccc2c1=O | nt | -16% | nt | -6% | nt | -13% | ? | 1.2% | -11%
CN(C(=O)COC(=O)c1ccccc1OCc1ccc(Cl)cc1)c1c(N)n(Cc2ccccc2)c(=O)[nH]c1=O | ? | -27% | -16% | -3% | 22 | ? | i | -0.5% | -8%
NS(=O)(=O)c1cc(C(=O)N2CCNC(=O)C2)ccc1Cl | -33%[inhibitor] | 10% | 1% | 1% | 18 | 2% | i | -0.8% | -3%
COCCNC(=O)Cc1ccc(F)cc1 | 2% | 15% | -11% | 1% | -6 | -2% | i | -0.7% | 0%
CC1(C(=O)NCC2CC2)Cc2c(-c3cccc(C(F)(F)F)c3)ccnc2O1 (stereo not given) | nt | -16% | nt | nt | 0 | ? | i | 2.8% | -31%
Cn1cnc([N+](=O)[O-])c1Sc1nc(N)nc2c1ncn2C1CC(O)C(CO)O1 (stereo not given) | 2.1µM* | -39% | ? | ? | -15 | 4µM* | ? | 0.5% | -35%
CC(=O)c1cccc(NC(=O)Cn2cnc(S(=O)(=O)N3CCc4ccccc43)c2)c1 | 9% | 6% | -13% | 1% | 59 | 1% | i | 0.2% | -16%
O=C(CSCC(=O)NCc1ccco1)NCc1ccco1 | 0% | -9% | 8% | -4% | 13 | -3% | i | 0.4% | -1%
CCN(CC)CCCNC(=O)c1ccc(-c2nc(CN3CCc4ccccc43)c(C)o2)cc1 | nt | -69% | nt | 8% | nt | ? | ? | 6.6% | ?
FC(F)(F)c1nnc(-c2ccccc2)nc1Sc1ccc(Cl)cc1 | 5.8µM* | -5% | ? | -24% | -98* | 0% | nt | -1.0% | 28µM*
CCCC(=O)N1CCN(c2nc3ccc(Br)cc3s2)CC1 | ? | -32% | 9% | -13% | -23 | ? | ? | 4.7% | nt
Cc1ccc(CSc2nc(-c3ccccc3C)nc3c2Cc2c(CO)cnc(C)c2O3)cc1 | nt | -25% | 17% | 0% | nt | -25% | nt | 0.2% | ?
CN(CCc1cn[nH]c1)C(=O)CC1C(=O)NCCN1Cc1ccccc1C(F)(F)F (stereo not given) | -3% | -1% | 9% | 3% | 28 | -10% | i | -1.0% | -2%
COc1ccc(CN2CC(=O)N(c3cccc(Cl)c3)C2=S)cc1OC | 0% | 3% | -4% | 6% | -8 | 3% | i | 27% | -27%
CN(C)S(=O)(=O)c1ccc(C(=O)Oc2coc(CSc3ncccn3)cc2=O)cc1 | -2% | 11% | 7% | -5% | -4 | -10% | i | -0.9% | nt
Cc1cccc(NC2SC(=O)NC2=O)c1 (stereo not given) | 2% | 1% | -22% | -4% | 4 | -3% | i | -0.9% | 16%
Cc1ccc(Cn2c(C(CO)Nc3nc(-c4ccc(Cl)c([N+](=O)[O-])c4)cs3)nc3ccccc32)cc1 (stereo not given) | -16% | -40% | 1% | -13% | ? | 16µM* | ? | -2.0% | -21%
CC(=O)Nc1cc(C(=O)NCc2ccco2)ccc1Sc1ccc(Cl)cc1 | 15% | 1% | 9% | 7% | ? | 1% | i | 5.0% | 4%
COC1OC(CO)C(N(C)C(C)=O)C1O (stereo not given) | -5% | -8% | -16% | -5% | -12 | -15% | i | -0.8% | 1%
Cc1c(Cl)cccc1NC(=O)C(=O)NCCc1csc(-c2cccc(F)c2)n1 | nt | -1% | nt | 14% | nt | -17% | i | -0.8% | -4%
CC1(C)CC(=O)C(CC(=O)Nc2ccc(S(N)(=O)=O)cc2)=C(O)C1 | -2% | -24% | -9% | -10% | -7 | -3% | i | 0.0% | -2%
CC(C(=O)Nc1ccc(C#N)cc1)N(C)CC(=O)Nc1ccccc1Br (stereo not given) | 11% | -39% | ? | -7% | -24 | ? | i | 0.0% | -27%
CC(C)=CCc1c2c(c(O)c3c(=O)c4c(oc13)-c1cc(O)c(O)cc1OC4C=C(C)C)C=CC(C)(C)O2 (stereo not given) | -42%[inhibitor] | -20% | ? | ? | 2 | 16% | i | 0.3% | -10%
COc1ccc(Br)cc1/C=c1\sc2nc(-c3ccco3)nn2c1=O | 21% | 5% | 24% | -9% | -6 | 10% | i | 0.1% | 7%
CCOC(=O)c1cc(=O)c2ccc(OCC(=O)Nc3ccccc3)cc2o1 | 0% | -2% | -17% | -3% | 49 | -19% | i | -0.6% | 0%
COc1cccc2c1C(=O)c1ccc3ccccc3c1C2=O | -8% | -14% | nt | 3% | 4 | 2% | i | ? | 50%[activator]
Clc1ccccc1-c1nnn(Cc2ccc(-c3nn[nH]n3)cc2)n1 | -5% | 2% | 26% | -3% | 11 | ? | i | 2.3% | 27%
CCc1cccc(C)c1Nc1nn2c(=O)c3ccccc3nc2s1 | nt | -21% | nt | -8% | nt | -1% | nt | -1.0% | nt
NCCCNc1ccc([N+](=O)[O-])cc1C(F)(F)F | -39%[inhibitor] | 0% | 3% | -7% | -51* | 35%[activator] | i | -0.7% | -35%
COCCSc1ccccc1C(=O)Nc1ccccc1C#N | 9% | 0% | 1% | -6% | -3 | 1% | i | 0.7% | nt
COc1ccc(N/N=C(C)/C(=N/O)C(=O)Nc2ccccc2)cc1 | 23% | 13% | ? | -7% | -8 | 2% | i | ? | -3%
Clc1ccccc1OCCN1CCC(Cc2ccccc2)CC1 | ? | -123% | 15% | 2% | ? | ? | ? | 0.1% | nt
CSc1ccc(OC2(C)CCN(Cc3ccc(OC(F)(F)F)cc3)C2)cc1 (stereo not given) | nt | -45% | nt | nt | 18 | -14% | i | -0.9% | -3%
Cc1cccc(NC(=O)c2ncn3c2C(=O)N(C)CC3)c1 | nt | -5% | nt | nt | -21 | -1% | i | -0.2% | -4%
Cc1cc(C)n2c(SCc3cccs3)nnc2n1 | -4% | -15% | 6% | 13% | 2 | 13% | i | 19% | 10%
Next section.
SMILES | MCF10A rerep | HepG2 tox | Nrf2 block | A549 viability | IL-1B inflam inh | TGFb inhibitor | ATXN viability | Nrf2 ARE act | ATXN2 expr inh
COC(=O)c1[nH]c2cc(C)ccc2c1NC(=O)CN1CCOCC1 | 2% | 7% | -25% | -8% | -6 | -6% | i | -0.2% | 10%
CCCNC(=O)c1cc(C2CCCCN2S(C)(=O)=O)on1 (stereo not given) | nt | -11% | nt | nt | 4 | 2% | i | -0.5%[9.22 µM] | 1%
Nc1nc(SCc2ccc(Cl)cc2Cl)ns1 | 7% | -35% | 12% | -5% | -15 | -3% | i | 3.3% | 23%
CCC1CCCCN1Cc1nc2c(c(=O)n(C)c(=O)n2C)n1Cc1cccc2ccccc12 (stereo not given) | 0% | 0% | -2% | -2% | -2 | 10% | i | -0.5% | -7%
COc1cc(O)c(C(CC(=O)N2CCCCC2)c2cc(OC)c(OC)c(OC)c2)c(OC)c1 (stereo not given) | 13% | -2%&-5% | 9%&-9% | 3%&0% | 11 | -20%&-3% | i | 3.4% | -1%
CCN(C(=O)c1cccn(Cc2ccccc2C)c1=O)c1ccccc1 | nt | -6% | nt | 0% | nt | 11% | i | 2.1% | 17%
